Screening results from PubChem BioAssay.
ASAP1 GAP inh: blocks human ASAP1-stimulated Arf1 GTP hydrolysis | Q9ULH1 | GDP FP detection | inhibition, % at 16.5 µM | 360,000 tested, 0.19% active | AID 624377; in the data active means inhibition above about 25%;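 further: 0% = vehicle with enzyme and substrate and 100% = no enzyme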
NR1D1 modulator: modulates human Rev-erb alpha binding to DNA. P20393. Rev-erbα–FITC-DNA binding, fluorescence polarization, 90 min. activity, % at 10 µM. 370,000 tested, 0.79% active;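 active means activity above about 14%, limit read from the data; passing the limit was not always enough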;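 further: 0% = DMSO wells with 35 nM protein and 100% = DMSO wells with 750 nM protein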
sPLA2-III inh: Blocks human group III sPLA2 activity; Q9NZ20; QFRET BODIPY PC-A2 liposome hydrolysis, fluorescence; inhibition, % at 12.2 µM; 370,000 tested, 0.56% active; AID 743126;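 active means inhibition above mean plus 3 SD of compounds lying within the high and low control bounds, cut at about 19% in these data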;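 further: 0% = median of test compound wells and 100% = no enzyme DMSO wells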
proKLK7 act: proKLK7 (human) activation, primary screen | 370,000 tested, 0.9% active | purified proKLK7, EDANS-DABCYL substrate fluorescence; 100% is mature enzyme control, 0% vehicle | activation, % at 7 µM;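 active means activation above the mean of all tested compounds plus 3 SD, computed per campaign excluding outliers beyond control limits, cut at about 13% in these data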
UHRF1 binding: UHRF1 methyl-DNA binding inhibition | Q96T88 | UHRF1 binding to methylated oligo, TR-FRET | inhibition, % at 4.4 µM | 370,000 tested, 0.75% active | AID 687016; in the data active means inhibition above about 21%;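 further: UHRF1 SRA domain binding a hemimethylated CpG hairpin DNA probe; 0% = median of test compound wells and 100% = reference inhibitor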
Target sequence (Q96T88 whole entry, looked up, the tested form may be a part): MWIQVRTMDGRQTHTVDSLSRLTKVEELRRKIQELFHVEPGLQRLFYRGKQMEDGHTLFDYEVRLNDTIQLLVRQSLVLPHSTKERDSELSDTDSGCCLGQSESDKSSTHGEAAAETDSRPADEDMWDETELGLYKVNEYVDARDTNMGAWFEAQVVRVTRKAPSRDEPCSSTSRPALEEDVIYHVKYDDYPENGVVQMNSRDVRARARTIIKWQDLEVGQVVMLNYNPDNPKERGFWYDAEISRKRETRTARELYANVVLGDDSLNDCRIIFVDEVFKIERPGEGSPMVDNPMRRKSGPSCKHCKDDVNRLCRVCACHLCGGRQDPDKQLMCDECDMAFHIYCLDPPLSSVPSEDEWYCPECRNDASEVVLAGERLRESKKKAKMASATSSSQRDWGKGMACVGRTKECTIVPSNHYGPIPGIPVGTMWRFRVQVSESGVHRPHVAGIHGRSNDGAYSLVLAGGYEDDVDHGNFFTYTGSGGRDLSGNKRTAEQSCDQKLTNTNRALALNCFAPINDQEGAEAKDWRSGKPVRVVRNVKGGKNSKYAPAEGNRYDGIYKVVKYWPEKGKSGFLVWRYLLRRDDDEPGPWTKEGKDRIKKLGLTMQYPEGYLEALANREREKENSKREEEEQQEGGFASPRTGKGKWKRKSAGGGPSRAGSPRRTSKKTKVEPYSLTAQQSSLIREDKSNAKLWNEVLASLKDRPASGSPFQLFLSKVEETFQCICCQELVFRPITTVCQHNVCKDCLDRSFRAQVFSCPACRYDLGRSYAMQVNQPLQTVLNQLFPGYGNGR
PLC-gamma1 inh: PLC-gamma1 (human) inhibition, primary screen. P19174. purified PLC-gamma1, fluorogenic substrate, fluorescence. inhibition, % at 12.2 µM. 370,000 tested, 0.84% active. AID 720700; in the data active means inhibition above about 9.5%
Tn7 DDE FP: disrupts Tn7 cyclic peptide binding to fibrin D-Dimer-E complex; AID 720508; P02675; FP displacement of FITC-Tn7 peptide from fibrin DD(E); 0% = median of compound wells per plate; 370,000 tested, 0.13% active; inhibition, % at 8.3 µM;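 active means inhibition above the mean of compounds falling within the control limits plus 3 SD of them, cut at about 14% in these data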;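 further: 0% = plate median of compound wells and 100% = 10 µM Aha-Tn7 peptide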
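assay system = human clot-derived fibrin DD(E) complex | quantity = Fibrin-DD(E) at 2 µM final | timing = 10 min preincubation, 3 h with tracer, room temperature | signal = fluorescence polarization | measure = percent inhibition | benchmarks = high control wells with 10 µM unlabelled Aha-Tn7 peptide (full inhibition) | replicates = singlicate testing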
ARFGAP1 inh: inhibitors of rat ARFGAP1. Arfgap1-stimulated ARF1 GTP hydrolysis, GDP FP detection. inhibition, % at 16.5 µM. 360,000 tested, 0.26% active. AID 651572;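 active means inhibition above a per-plate limit, mean inhibition of low control wells plus 3 SD, cut at about 25% in these data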;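 further: 0% = DMSO wells with enzyme and 100% = wells lacking Arfgap1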
Target sequence (Q62848 1-136 limits assumed): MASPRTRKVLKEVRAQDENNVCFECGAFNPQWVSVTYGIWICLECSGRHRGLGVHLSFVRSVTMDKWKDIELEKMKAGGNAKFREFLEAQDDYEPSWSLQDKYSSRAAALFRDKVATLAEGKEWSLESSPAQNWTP
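Assay system: purified rat His6-Arfgap1 residues 1-136 (GAP domain); Reagent: human Δ17 ARF1 bound to GTP; Dosing: 16.5 µM single point, 1.26% DMSO; Times: GTP hydrolysis reaction 2 h at 25 °C; Signal: FP, GDP Alexa 633 tracer displaced from anti-GDP antibody, 620/688 nm; Measure: % inhibition from polarization.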
DDE Tn6 FP inh: inhibitors of Tn6 peptide binding to human fibrin DD(E). inhibition, % at 8.3 µM. 370,000 tested, 0.21% active. Fibrin DD(E) TRITC-Tn6 fluorescence polarization displacement;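 active means inhibition above a per-campaign cutoff: mean of compounds within control limits plus 3 SD, cut at about 15% in these data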;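 further: 0% = median of all compound wells on the plate and 100% = blocking peptide control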
PLC-beta3 inh: PLC-beta3 (human) inhibition, primary screen. inhibition, % at 12.2 µM. 370,000 tested, 0.18% active. Q01970. Purified PLC-beta3, fluorogenic substrate, fluorescence; in the data active means inhibition above about 11%;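 further: 0% = median of compound wells on plate and 100% = full blocker control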
An asterisk follows results filed as active; i = inactive; . = no result given.

SMILES	ASAP1 GAP inh	NR1D1 modulator	sPLA2-III inh	proKLK7 act	UHRF1 binding	PLC-gamma1 inh	Tn7 DDE FP	ARFGAP1 inh	DDE Tn6 FP inh	PLC-beta3 inh
CCc1nnc(NS(=O)(=O)c2ccc(NC(=O)c3cc4ccccc4oc3=O)cc2)s1	-8	-1	-1	0.5	-2	1	-1	0	-10	1
COc1ccccc1C(=O)Nc1ccnn1C1CCN(Cc2ccccc2OCCO)CC1	7	1	3	0.6	-3	-2	2	5	5	-5
COC(=O)c1cc(C)nc2c1C(=O)C(=O)C=C2N1CCOCC1	-7	-1	-2	0.2	12	14*	-5	-8	7	-2
COCCSc1ccccc1C(=O)N1CCC(Cc2ccccc2)CC1	-17	1	-2	-0.3	-2	-1	4	-13	-5	-1
Cc1cccn2c(=O)c3cc(C(=O)NCc4cccnc4)c(=N)n(C(C)C)c3nc12	3	2	2	134*	-7	i	2	3	-4	i
O=C(NCC1CCCO1)c1cc(S(=O)(=O)N2CCCCC2)ccc1Cl (centres undefined)	-14	10	-6	-0.7	0	2	2	-2	0	-1
COC(=O)c1cc(C(C)c2ccccc2O)n2ccccc12 (centres undefined)	.	7	-4	12	-1	i	8	.	8	i
Cn1nnnc1SCC(=O)N1CCN(c2ccc(Cl)cc2)CC1	-2	0	5	-0.2	-1	1	6	-8	5	0
O=C(NCCNCC(O)COc1ccc(O)cc1)N1CCOCC1 (centres undefined)	-8	0	-1	0.4	6	-1	2	8	-4	2
O=C(NN=Cc1c(F)c(F)c(F)c(F)c1F)c1ccc(NS(=O)(=O)c2cccs2)cc1	3	6	0	0.4	1	1	5	-10	-7	-9
Cc1nc2sccn2c1-c1nc(-c2cc3ccccc3o2)cs1	11	3	0	-0.9	0	-2	4	-1	1	-3
Cc1ccc(S(=O)(=O)C(C#N)c2nc3ccccc3nc2N2CCCC2)cc1C (centres undefined)	-3	0	2	-0.1	-2	-1	1	4	7	-4
COc1ccc([C@H]2CC(=O)C=C(c3ccc4ncccc4c3)C2)cc1OC	15	-4	-3	0.4	-1	-1	-3	8	0	-2
CC1CCCN(CCCNC(=O)c2ccc3c(c2)N(Cc2ccc(F)cc2)C(=O)c2ccccc2S3=O)C1 (centres undefined)	-29	-2	-11	-0.2	-1	0	-1	9	2	-10
CCc1ccc(S(=O)(=O)NCc2cccs2)cc1	-2	-7	-4	0.3	-1	-3	2	-5	-5	-4
CCn1nc(C)c(NC(=O)/C=C/c2cnn(C)c2C)c1C	-5	7	1	-0.2	2	2	-5	17	-3	6
CCOC(=O)C1=CCN(S(=O)(=O)c2ccccc2C)C1c1ccc(Br)cc1 (centres undefined)	2	0	-6	0.7	-1	4	3	6	-2	-2
COc1cccc(NC(=O)[C@H](C)NC(=O)N2CCn3c2nc2ccccc23)c1	-10	-3	-5	0.2	-2	1	-3	18	0	-4
COc1ccc(/C=N/NC(=O)c2ccc(O)cc2)cc1CN1CCCc2ccccc21	-3	1	7	-0.2	3	-27	11	3	-14	-35
CCn1cc(S(=O)(=O)NCCc2ccc(F)cc2)cn1	-1	-4	7	0.1	4	5	-4	-7	-1	0
CCOc1ccccc1NC(=O)c1ccc2c(O)c(S(=O)(=O)c3ccccc3)c(=O)[nH]c2c1	-8	-1	3	0.5	0	-3	8	11	-3	2
O=C(N/N=C/c1cccc(Oc2ccccc2)c1)c1ccccc1Br	-4	16	-9	0.6	-1	2	1	9	-9	-2
CCCCNC(=O)CSc1ccc(S(=O)(=O)N2CCOCC2)cn1	-9	-1	-2	0.6	1	0	6	-9	4	-3
O=C(NCc1cccc(C(F)(F)F)c1)C1CCC(=O)N(C2CCCCCC2)C1 (centres undefined)	14	-1	-1	-0.3	-2	2	-1	-7	-4	-4
C[C@H](CO)N1C[C@H](C)[C@@H](CN(C)CC2CCOCC2)Oc2ncc(Br)cc2C1=O	5	-1	1	-0.1	-1	-1	5	-19	6	4

Individual results from the entries so far.
Value of `CCc1nnc(NS(=O)(=O)c2ccc(NC(=O)c3cc4ccccc4oc3=O)cc2)s1` in proKLK7 act: 0.5
Value of `COC(=O)c1cc(C)nc2c1C(=O)C(=O)C=C2N1CCOCC1` in sPLA2-III inh: -2

The main list resumes; the three compounds before the break are reprinted first.
SMILES	ASAP1 GAP inh	NR1D1 modulator	sPLA2-III inh	proKLK7 act	UHRF1 binding	PLC-gamma1 inh	Tn7 DDE FP	ARFGAP1 inh	DDE Tn6 FP inh	PLC-beta3 inh
CCCCNC(=O)CSc1ccc(S(=O)(=O)N2CCOCC2)cn1	-9	-1	-2	0.6	1	0	6	-9	4	-3
O=C(NCc1cccc(C(F)(F)F)c1)C1CCC(=O)N(C2CCCCCC2)C1 (centres undefined)	14	-1	-1	-0.3	-2	2	-1	-7	-4	-4
C[C@H](CO)N1C[C@H](C)[C@@H](CN(C)CC2CCOCC2)Oc2ncc(Br)cc2C1=O	5	-1	1	-0.1	-1	-1	5	-19	6	4
Cc1ccc(S(=O)(=O)N(C)c2ccc(C(=O)N(CC(C)C)C3CCS(=O)(=O)C3)cc2)cc1 (centres undefined)	4	-6	1	0.4	-4	-4	1	-4	-7	-8
Cc1ccc(CN(Cc2ccc(C)o2)C(=S)NCC(=O)O)cc1	-9	3	5	-0.3	1	5	-11	-5	9	3
CNC(=S)N/N=C/c1ccc(N(C)C)cc1	11	4	9	6.0	-2	-128	-1	-13	-2	-172
O=S(=O)(Cc1nnnn1-c1ccccc1)c1ccc(F)cc1	4	-6	-18	-0.1	0	-2	-5	11	0	-4
Cc1ccc(C(=O)NCC(=O)OC(C)C(=O)Nc2ccccc2[N+](=O)[O-])s1 (centres undefined)	3	-2	15	-0.4	0	1	3	-8	8	-6
COc1ccc(CNc2nc3ccccc3s2)cc1OC	0	0	-5	-0.1	1	1	-7	6	-6	-9
COc1ccc(S[C@]2(C(=O)N3CCN(c4ncccn4)CC3)CC(=O)N(C(=O)C3CC3)[C@@H]2c2ccc(OC)cc2)cc1	.	7	-4	0.2	-2	3	-5	.	-4	2
O=c1[nH]c2ccsc2c(=O)n1CCO	-13	-4	-3	0.2	14	0	5	-9	2	-1
CCOC(=O)Cn1nnc(-c2ccccc2)n1	1	2	7	0.6	4	3	6	1	-7	14*
CCOC(=O)c1cccc(NC(=O)Nc2cc(OC)ccc2OC)c1	1	4	-30	1.1	0	2	-1	7	-4	1
COc1ccc(NS(=O)(=O)c2ccc(F)c(Cl)c2)cn1	-9	-4	-21	0.5	-3	-3	6	14	5	-13
COc1ccccc1-c1cc(C(=O)Nc2c(C)n(C)n(-c3ccccc3)c2=O)no1	1	-2	7	-0.1	1	2	4	0	-1	-3
CC(C)(CC(=O)N1CCN(c2ccc(Cl)cc2)CC1)CC1=NS(=O)(=O)c2ccccc2N1	-17	-1	-18	0.9	-1	-1	2	-4	-4	1
COc1ccc(NC(=O)CN(C)C(=O)c2ccc3[nH]c4c(c3c2)CC(C)CC4)cc1 (centres undefined)	2	-4	-31	1.4	1	-6	-3	0	-2	-10
O=C(O)CSc1cn(Cc2ccccc2)c2ccccc12	-1	-3	-3	-0.2	-1	-4	8	4	3	-7
O=C(CCC(NC(=O)OCc1ccccc1)C(=O)O)OCc1ccccc1 (centres undefined)	-2	4	5	0.0	-1	4	5	9	-1	-4
COc1ccc(/C=N/N=C2\SC(CC(=O)O)C(=O)N2c2ccccc2)c(OC)c1 (centres undefined)	-10	6	-15	-6.8	-2	-23	1	3	1	-22
CC(=O)Nc1ccc(-c2sc(Nc3cccc4ccccc34)n[n+]2-c2ccccc2)cc1	3	5	-36	-0.2	-6	-1	-1	1	0	-2
CCOC(=O)N1CCN(C(=O)CN(c2ccc(Cl)c(C(F)(F)F)c2)S(C)(=O)=O)CC1	1	-2	-3	-0.3	3	-1	7	-1	1	0
Cc1cc(NC(=O)c2cccc(F)c2)no1	3	-3	3	0.2	-3	4	7	-3	5	-1
O=C(Cn1nnc(-c2ccc(Cl)cc2)n1)NCc1ccco1	-2	-3	-7	-0.1	1	-3	-3	-1	1	-5
O=C(C1=C(O)C(=O)N(CCOCCO)C1c1cccc([N+](=O)[O-])c1)c1cccs1 (centres undefined)	-6	4	7	0.0	-2	4	8	-11	-3	-3
Cc1ccc(CN(Cc2ccccc2)C(=S)Nc2ccccc2C)o1	8	4	8	-0.7	2	-1	-1	0	-2	-7
CC(=O)N1CCN(C(=O)c2oc3ccccc3c2C)CC1	-6	4	2	-0.1	1	-1	-1	-8	5	-9
Nc1[nH]c(C(=O)c2ccc(Br)cc2)c(-c2ccc(Br)cc2)c1C(=O)NCCc1c[nH]c2ccccc12	3	0	-22	-0.1	-2	-5	7	6	6	-8
Next part:
SMILES	ASAP1 GAP inh	NR1D1 modulator	sPLA2-III inh	proKLK7 act	UHRF1 binding	PLC-gamma1 inh	Tn7 DDE FP	ARFGAP1 inh	DDE Tn6 FP inh	PLC-beta3 inh
COc1ccccc1-c1nc(-c2ccc(Br)cc2)no1	-9	5	16	-0.1	0	2	0	11	3	-1
COc1ccc(CCN2CCCn3c2nc2c3c(=O)n(C)c(=O)n2C)cc1OC	13	-19	5	0.1	1	-1	2	-14	3	-2
Nc1nc(SCC(=O)NC2CCCc3ccccc32)n[nH]1 (centres undefined)	0	-1	6	0.2	0	4	1	-11	-3	-2
O=C(NC(=S)NCC1CCCO1)c1ccco1 (centres undefined)	0	-5	3	0.9	1	1	-4	-1	4	2
CCCC(C(=O)NC1CCCC1)N(Cc1ccccc1Cl)C(=O)c1snc(C(N)=O)c1N (centres undefined)	-12	-7	-3	-1.0	-2	-27	-7	-8	7	-37
CC(CCc1ccco1)NC(=O)c1cc2c(-c3ccccc3F)nn(C)c2s1 (centres undefined)	-4	6	-14	-0.1	4	-33	-3	7	-5	-46
COc1cccc(CN2CCC2(C)C(=O)Nc2cccc(NS(C)(=O)=O)c2)c1OC (centres undefined)	-4	4	-12	0.3	-1	4	-3	-1	0	1
CCN(CC)S(=O)(=O)c1ccc(S(=O)(=O)N2CCN(CCC#N)CC2)cc1	-5	1	1	-0.5	-2	0	2	-8	5	3
O=C(c1ccc(S(=O)(=O)N2CCOCC2)cc1)N1CCc2ccccc21	11	4	5	-0.4	1	3	2	0	-2	-7
CCOC(=O)c1sc(NC(=O)CSc2n[nH]c(-c3ccc(Cl)cc3Cl)n2)c(C#N)c1C	-8	21	-9	0.0	0	-1	4	5	0	2
CCOc1ccc(N2CC(C(=O)NCCc3c[nH]c4ccc(OC)cc34)CC2=O)cc1 (centres undefined)	-1	0	-19	1.0	1	1	4	-5	2	-36
Cn1c(=O)c2c(nc(Br)n2C)n(C)c1=O	4	0	10	-0.1	-1	2	-2	-2	1	2

Hits appear at their usual frequency; 4.5% or so of the library scored in one or more.
